From PubChem
HCMV inh: qHTS Assay for inhibitors of the human cytomegalovirus (HCMV). HFF cells, HCMV-luciferase reporter, 72 h; stronger effect = lower value. activity change, negative = inhibition, % at 57.5 µM. 410,000 compounds, 4.5% hits. AID 1259415, 2018; in the data active means activity change below about -60%; inconclusive means no clear call, values can overlap the other calls; inactive means above about -39%
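Compounds were evaluated in HFFs infected with an HCMV luciferase reporter virus (MOI 1 PFU/cell). Luciferase in lysates collected 72 h post infection served as the replication measure.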
AmpC inh detg: qHTS Inhibitors of AmpC Beta-Lactamase (assay with detergent); AmpC hydrolysis of nitrocefin, absorbance 480 nm, 0.01% Triton; Potency, µM (top dose mostly 114 µM), inactives show at the highest dose activity change, negative = inhibition, hits mostly inhibitors; 370,000 compounds, 0.041% hits;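 further: potency means the concentration at half of the fitted maximal effect; 0% = no-compound wells and -100% = no-enzyme wells; nearly all actives have a fitted effect of over 25% in size; some results filed as inactive show a strong effect at the top dose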
Target sequence (P00811 whole entry, looked up): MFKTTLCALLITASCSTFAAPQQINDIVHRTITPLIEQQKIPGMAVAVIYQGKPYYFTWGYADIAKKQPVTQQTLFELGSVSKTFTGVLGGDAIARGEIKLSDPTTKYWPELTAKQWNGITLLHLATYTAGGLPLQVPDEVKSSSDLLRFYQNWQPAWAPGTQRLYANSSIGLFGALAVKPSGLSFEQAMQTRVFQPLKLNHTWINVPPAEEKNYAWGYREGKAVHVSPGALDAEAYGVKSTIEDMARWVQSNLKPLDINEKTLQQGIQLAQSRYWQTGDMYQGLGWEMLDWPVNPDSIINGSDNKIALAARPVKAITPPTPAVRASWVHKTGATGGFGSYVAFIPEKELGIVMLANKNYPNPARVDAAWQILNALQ
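20 mM phosphate pH 7.0 + 0.01% (detergent screen) or 0.0001% Triton X-100; 5.3 nM AmpC reagent; cpd preinc 15 min RT; nitrocefin (800 uM stock) to start; A480 q20 s × 4 min; Activity was normalised to no-enzyme and no-compound control wells.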
Sm TGR block: qHTS Assay for the Inhibitors of Schistosoma Mansoni Peroxiredoxins; Schistosoma mansoni thioredoxin glutathione reductase (TGR), Q962Y6; purified TGR, DTNB reduction, TNB absorbance 405 nm; Potency, µM (titrated, usually from 114 µM), inactives show top-dose activity change, negative = inhibition, actives largely listed as inhibitors; 360,000 compounds, 3% hits; further: potency means the concentration at half of the fitted maximal effect; nearly all actives have a fitted effect of over 60% in size
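Kinetic colorimetric format: TGR-catalysed, NADPH-driven DTNB reduction monitored via TNB absorbance. Enzyme dispensed at 20 nM; compound exposure 15 min at room temperature before reaction start.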
AmpC no deterg: qHTS Inhibitors of AmpC Beta-Lactamase (assay without detergent). P00811. AmpC nitrocefin hydrolysis, absorbance 480 nm, 0.0001% Triton. Potency, µM (top dose mostly 57.1 µM), inactives show top-dose activity change, negative = inhibition, usual class: inhibitors. 330,000 compounds, 0.52% hits. AID 485341, 2010;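 further: potency means the concentration at half of the fitted maximal effect; plate controls were no compound for no effect and no enzyme for full effect; nearly all actives have a fitted effect of over 20% in size; some results filed as inactive show a strong effect at the top dose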
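AmpC (5.3 nM in the dispensed reagent) in 20 mM phosphate pH 7.0 with 0.01% (detergent screen) or 0.0001% Triton X-100 was preincubated with compounds for 15 min at room temperature. Nitrocefin was then added from an 800 uM solution, and hydrolysis was followed at 480 nm.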
Giardia FBPA inh: qHTS Assay for Inhibitors of Fructose-1,6-bisphosphate Aldolase from Giardia Lamblia; A8B2U2; purified Giardia FBPA; Potency, µM (highest dose often 59.6 µM), for inactives: top-dose activity, negative = inhibition, usual class: inhibitors; 290,000 compounds, 0.71% hits; AID 2451, 2010; further: potency means the concentration at half of the fitted maximal effect; nearly all actives have a fitted effect of over 55% in size
Target sequence (A8B2U2 whole entry, looked up): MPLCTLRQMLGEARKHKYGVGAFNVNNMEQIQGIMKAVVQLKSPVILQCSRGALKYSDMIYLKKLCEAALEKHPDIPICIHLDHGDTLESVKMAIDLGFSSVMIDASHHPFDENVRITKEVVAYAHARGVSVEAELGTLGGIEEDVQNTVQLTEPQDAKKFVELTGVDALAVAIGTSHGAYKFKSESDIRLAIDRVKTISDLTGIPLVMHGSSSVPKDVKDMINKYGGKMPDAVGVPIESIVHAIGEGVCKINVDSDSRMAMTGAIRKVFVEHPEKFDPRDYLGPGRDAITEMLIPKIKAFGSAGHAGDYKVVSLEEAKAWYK
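Giardia FBPA (40 nM reagent) was preincubated 10 min at RT with compound (up to 57.5 uM final), then substrate plus GAPDH/TPI/NAD/arsenate coupling system with diaphorase/resazurin was added; resorufin fluorescence (525/598 nm) was read after 20 min.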
HCV inhibitor: qHTS Assay for Inhibitors of Hepatitis C Virus (HCV) | AID 651820, 2012 | 340,000 compounds, 3.4% hits | Potency, µM (highest dose often 41.8 µM), without a hit: at the top dose activity change, negative = inhibition, actives largely listed as inhibitors | Huh7.5.1 HCVcc-Cre infection, luciferase reporter, 44 h; further: potency means the concentration at half of the fitted maximal effect
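Cells seeded at 1,000/well and cultured 4 h, then compounds added followed by HCVcc-Cre virus (~0.5 moi). After 44 h further culture, luciferase substrate was added, plates held 15 min at room temperature, and luminescence read for 15 sec.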
The depositor's hits bear a star; ? = inconclusive; / = no result given; & = joins results of further samples; [ ] = dose if it differs, or a comment. Unless noted, the call rests on the fitted dose curve; in most records, active means well fitted curve in the direction sought with a large enough effect; inconclusive means small, poorly fitted or top-dose-only effect, or another doubt; inactive means no such curve, though single readings can be large; an effect the other way counts as inactive or inconclusive. Unless noted, on the % scale 0 is the no-effect control and ±100 the full control effect.

SMILES	HCMV inh	AmpC inh detg	Sm TGR block	AmpC no deterg	Giardia FBPA inh	HCV inhibitor
COc1cccc(NC(=O)Cn2cc(S(=O)(=O)N3CCCC3)c(S(=O)(=O)N3CCCC3)c2)c1	22	15%	20%	/	/	/
Cc1ccc(S/C=C\C(=O)c2ccccc2)cc1	-26	-10%	?	-28%	0%	?
CCCn1c2ccccc2c2nnc(SCC(=O)Nc3cc(C)on3)nc21	61	1%	-12%	-13%	0%	-23%
c1ccc(-c2c[n+]3c(n2-c2ccccc2)SCC3)cc1	-36	6%	-28%	-11%	3%	-13%
CCCCCC(=O)N1CCN(S(=O)(=O)c2ccc3c(c2)OCCCO3)CC1	3	0%	4%	22%	/	-22%
O=C(NC(c1ccccc1)c1ccccc1)N1CCN(CCO)CC1	11	-4%	0%	1%	2%	27%
COc1ccc(NC(=O)CN(C)C(=O)CCCN2C(=O)c3cccc4cccc(c34)C2=O)cc1	?	?	-8%	114%[activator]	/	?
Cc1cccc(CNC(=O)c2ccc(NC(=O)C3=CSCCO3)cc2)c1	/	-1%	6%	-41%	-12%	-18%
Cc1ccc2nc(C(Cl)(Cl)Cl)nc(N/N=C/c3ccncc3)c2c1	-30	6%	-2%	-29%	3%	3%
COc1ccc(CNC(=O)C2CCN(C(=O)c3sccc3-n3cccc3)CC2)cc1	?	0%	-4%	14%	5%	-20%
CCCc1cc(=O)oc2c(C)c(OC(C)C(=O)NCc3ccccn3)ccc12 (stereo unspecified)	-18	?	5%	26%	-21%	6%
CC(=O)NCC(=O)OCC(=O)c1ccc(C)cc1	-16	?	9%	0%	0%	2%
c1ccc(Cc2nn3c(Cn4cnc5ccccc54)nnc3s2)cc1	-65*	-7%	9%	0%	-1%	-28%
O=C(OCCN=C1NS(=O)(=O)c2ccccc21)c1ccccc1F	-12	-14%	-15%	-17%	1%	0%
CCN(CCn1cccn1)Cc1c(C(=O)N2CCCCCCC2)nc2ccc(Cl)cn12	-19	6%	/	218%[activator]	-8%	3%
Cc1cccc(-n2nnc3c(=O)n(Cc4ccccn4)cnc32)c1	-23	?	7%	-9%	13%	1%
COc1ccc(C(=O)OCC(=O)N2CCC(C)CC2)cc1S(=O)(=O)N1CCOCC1	-24	-25%	-1%	-1%	/	7%
CCOc1ccccc1OCCCC(=O)Nc1cccc(S(=O)(=O)N2CCOCC2)c1	-10	-2%	-8%	29%	/	?
N#Cc1c2n(c(=S)n(-c3ccccn3)c1=O)CCCCC2	41	?	-30%	-9%	-24%	16%
COCC(C)n1c(C)cc(C(=O)CN2C(=O)NC3(CCCCC3C)C2=O)c1C (stereo unspecified)	22	-14%	-7%	14%	1%	5%
O=C(COC(=O)C1CCN(S(=O)(=O)c2cc([N+](=O)[O-])ccc2Cl)CC1)Nc1ncc(Cl)cc1Cl	36	-4%	40µM*	-4%	/	12%
CC(C)Cn1c(-c2csc3ccccc23)n[nH]c1=S	-18	-7%	-17%	-39%	11%	13%
Cc1nc2nc(C)c(CCC(=O)NCCC3=CCCCC3)c(C)n2n1	-31	1%	5%	-1%	-5%	10%
CCc1cc(Br)ccc1NC(=S)NCCc1ccccc1	24	-2%	0%	-57%	/	-24%
CCCn1c(SCC(=O)Nc2nnc(-c3ccccc3)s2)nnc1-c1ccccn1	7	3%	0%	5%	17%	22%&1%
COc1cc(CNCc2ccco2)cc(OC)c1O	11	-5%	16µM*	-13%	-17%	2%
CCc1ccccc1OCC(=O)Nc1cccc(S(=O)(=O)NC2=NCCCCC2)c1	-26	-6%	1%	-14%	/	-21%
CCn1c(COc2ccccc2)nnc1SCC(=O)Nc1cc(OC)ccc1OC	22	5%	12%	99%[activator]	1%	-24%
CN(C(=O)COC(=O)COc1ccc(Cl)cc1)C1CCCCC1	-8	?	?	13%	-1%	14%
Cc1cc(N2CCCC2)n2nc(C)c(-c3ccccc3)c2n1	/	-3%	0%	-20%	1%	5%
COc1ccc(C(NC(C)=O)c2cc(Cl)c3cccnc3c2O)cc1 (stereo unspecified)	-99*	?	-32%	3%	12%	10µM*
COc1cc(NC(=O)Cn2cnc3sc(C)c(S(=O)(=O)N4CCOCC4)c3c2=O)cc(OC)c1OC	38	6%	9%	-12%	-9%	10%
CCC(NC(=O)CNC(=O)c1ccc2c(c1)OCO2)c1ccc(Br)cc1 (stereo unspecified)	-29	-18%	-6%	-21%	/	?
CCOC(=O)N1CCN(C(=O)c2ccc(C#CC3(O)CCCCC3)cc2)CC1	30	3%	-4%	46%	2%	13%
O=C(CN1CCN(C(=S)NC2CCCC2)CC1)Nc1ccc(Oc2ccccc2)cc1	-79*	0%	6%	45%	6%	?
CCC12CN3CC(C)(CN(C1)C3c1c[nH]c3ccc(OC)cc13)C2=O (stereo unspecified)	-5	-10%	-8%	/	/	/
Cc1ccc(C(=O)NCC(=O)OCC(=O)Nc2ccccc2[N+](=O)[O-])cc1	11	-2%	-3%	-27%	0%	14%
COc1ccc(S(=O)(=O)N2CC3CC(C2)c2cccc(=O)n2C3)cc1 (stereo unspecified)	-65*	4%	-8%	-5%	2%	13%
CC(=O)Nc1ccc(C(=O)NNC(=O)c2cccs2)cc1	-67*	?	-21%	-11%	5%	11%
CNc1nccc(-c2ccc(F)cc2)c1C#N	-20	4%	2%	-5%	0%	-8%
CCOC(=O)c1c(C)[nH]c(C(=O)COC(=O)c2cccnc2Cl)c1C	4	/	/	1%	/	?
COc1ccc(NC(=O)C(CCCCNC(=O)OC(C)(C)C)NC(=O)OCc2ccccc2)cc1 (stereo unspecified)	-18	-10%	-11%	-19%	3%	1%
O=C(N/N=C/C=C/c1ccccc1)c1ccc(Br)cc1	-21	?	-8%	-20%	6%	2%
C#CCOCCOCCOCCNc1nc(N2CCN(C(=O)[C@H]([C@@H](C)CC)n3cc(CCCN=C(N)N)nn3)CC2)nc(N2CCN(C(=O)[C@H](Cc3ccc(O)cc3)n3cc(CCO)nn3)CC2)n1	-13	-21%	-16%	280%[activator]	-19%	4%[8.37 µM]
Cc1ccc(CNC(=O)C2CCN(S(=O)(=O)c3cccs3)CC2)o1	-7	4%	5.6µM*	20%	4%	-4%
O=C(CN1C(=O)S/C(=C\c2ccccc2)C1=O)NCCCn1ccnc1	-22	-6%	-8%	24%	/	3%
COc1ccc(-c2nn(C)c(=O)c3ccccc23)cc1CNC(=O)NC1CCCCC1	/	0%	-8%	-9%[2.29 µM]	-4%	/
CCC(=O)N1CCc2cc(S(=O)(=O)CCC(=O)Nc3ccc(OC)c(OC)c3)ccc21	-8	4%	-6%	-4%	1%	25%
CC1CCc2nc(NC(=O)CN3CCN(c4ccccc4)CC3)sc2C1 (stereo unspecified)	3	5%	3%	-14%	6%	5%
OCCC1CN(Cc2cccc3nccnc23)CCN1C1CCCC1 (stereo unspecified)	53	6%	25%	-16%	4%	9%
CCOC(=O)c1cc(CC)sc1NC(=O)C(c1ccccc1)c1ccccc1	14	1%	13%	-16%	/	-28%
Cc1cccc(-n2c(-c3ccccc3)c[nH]c2=S)c1C	-15	-7%	-6%	-40%	13%	1%
COc1ccc(OC)c(S(=O)(=O)N2CCN(Cc3ccccc3)CC2)c1	6	-5%	-7%	40%	9%	3%
Cc1ccc(-n2c(SCc3nc4ccccc4c(=O)[nH]3)nnc2-c2ccccc2O)cc1	-10	-12%	1%	-7%	2%	5%
O=C(N/N=C/c1ccccn1)c1ccc(Cl)c(Cl)c1	17	1%	5%	-3%	-8%	/
CC(=O)NC1(C(F)(F)F)C(=O)Nc2c1c(=O)[nH]c(=O)n2Cc1ccco1 (stereo unspecified)	-4	-1%	-4%	/	-10%	2%
OCC(O)C(O)C(O)C(O)c1nc2ccccc2[nH]1 (stereo unspecified)	-31	-2%	-7%	-19%	-4%	2%
COc1cc(NC(=O)c2ccccc2[N+](=O)[O-])c(C(=O)O)cc1OC	23	2%	/	-11%	-8%	4%
Cc1ccc(NC(=O)C(C)OC(=O)/C=C/c2ccccc2)cc1S(=O)(=O)N1CCOCC1 (stereo unspecified)	-1	-17%	2%	3%	/	-8%
Cc1cc(O)c(Oc2cc(C)cc(O)c2O)c(O)c1	17	6%	?	-42%	?	-13%
O=C(NCCCO)C(=O)NCC1OCCCN1S(=O)(=O)c1cccs1 (stereo unspecified)	-19	6%	0%	-7%	/	4%
O=C(c1ccccc1)N1CCN(C(=O)c2ccc([N+](=O)[O-])cc2)CC1	-14	-12%	-20%	0%	4%	5%

Compound profiles (already shown). Order of screens: HCMV inh, AmpC inh detg, Sm TGR block, AmpC no deterg, Giardia FBPA inh, HCV inhibitor
Listed for C#CCOCCOCCOCCNc1nc(N2CCN(C(=O)[C@H]([C@@H](C)CC)n3cc(CCCN=C(N)N)nn3)CC2)nc(N2CCN(C(=O)[C@H](Cc3ccc(O)cc3)n3cc(CCO)nn3)CC2)n1 : -13, -21%, -16%, 280%[activator], -19%, 4%[8.37 µM]
Listed for CCC(=O)N1CCc2cc(S(=O)(=O)CCC(=O)Nc3ccc(OC)c(OC)c3)ccc21 : -8, 4%, -6%, -4%, 1%, 25%

In a second layout: entries from further up.
Each structure is followed by: HCMV inh | AmpC inh detg | Sm TGR block | AmpC no deterg | Giardia FBPA inh | HCV inhibitor
- O=C(N/N=C/c1ccccn1)c1ccc(Cl)c(Cl)c1
    17 | 1% | 5% | -3% | -8% | /
- C#CCOCCOCCOCCNc1nc(N2CCN(C(=O)[C@H]([C@@H](C)CC)n3cc(CCCN=C(N)N)nn3)CC2)nc(N2CCN(C(=O)[C@H](Cc3ccc(O)cc3)n3cc(CCO)nn3)CC2)n1
    -13 | -21% | -16% | 280%[activator] | -19% | 4%[8.37 µM]
- CC1CCc2nc(NC(=O)CN3CCN(c4ccccc4)CC3)sc2C1 (stereo unspecified)
    3 | 5% | 3% | -14% | 6% | 5%

Seven successive compounds from above, for reference:
SMILES	HCMV inh	AmpC inh detg	Sm TGR block	AmpC no deterg	Giardia FBPA inh	HCV inhibitor
CCOC(=O)c1c(C)[nH]c(C(=O)COC(=O)c2cccnc2Cl)c1C	4	/	/	1%	/	?
COc1ccc(NC(=O)C(CCCCNC(=O)OC(C)(C)C)NC(=O)OCc2ccccc2)cc1 (stereo unspecified)	-18	-10%	-11%	-19%	3%	1%
O=C(N/N=C/C=C/c1ccccc1)c1ccc(Br)cc1	-21	?	-8%	-20%	6%	2%
C#CCOCCOCCOCCNc1nc(N2CCN(C(=O)[C@H]([C@@H](C)CC)n3cc(CCCN=C(N)N)nn3)CC2)nc(N2CCN(C(=O)[C@H](Cc3ccc(O)cc3)n3cc(CCO)nn3)CC2)n1	-13	-21%	-16%	280%[activator]	-19%	4%[8.37 µM]
Cc1ccc(CNC(=O)C2CCN(S(=O)(=O)c3cccs3)CC2)o1	-7	4%	5.6µM*	20%	4%	-4%
O=C(CN1C(=O)S/C(=C\c2ccccc2)C1=O)NCCCn1ccnc1	-22	-6%	-8%	24%	/	3%
COc1ccc(-c2nn(C)c(=O)c3ccccc23)cc1CNC(=O)NC1CCCCC1	/	0%	-8%	-9%[2.29 µM]	-4%	/

Rows are unselected; about 9.9% have a hit in one of these screens.
